LDHA block = LDHA (human) enzyme inhibition. P00338. purified LDHA, NADH/diaphorase-resazurin fluorescence; hits give low values. activity change, % (values are at about 110 or 230 µM). 480,000 tested, 0.15% active; in the data active means activity change below about -30%; inconclusive means mostly about -25% to -30%;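 further: plate controls were DMSO wells for no effect and wells without enzyme for full effect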
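Remaining NADH was detected by diaphorase (0.133 mg/mL) converting 37 µM resazurin to fluorescent resorufin, read at 0 and 20 minutes. The preceding 5-minute room-temperature reaction used 2 nM LDHA, 0.2 mM sodium pyruvate and 0.06 mM NADH at pH 7.4.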
Pol kappa inh = blocks human DNA polymerase kappa activity; purified Pol kappa, fluorescent DNA synthesis assay, 10 min; Potency, µM (series often up to 107 µM), for inactives: at the top dose activity, negative = inhibition, usual class: inhibitors; 400,000 tested, 0.53% active; AID 588579; further: potency means the concentration at half of the fitted maximal effect; on the % scale 0 is the no-effect control and ±100 the full control effect
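10 nM Pol kappa preincubated 15 min at room temperature with compounds, then reaction started with substrate at 50 nM final. Fluorescence read kinetically at 0 and 10 min; buffer-only wells served as negative control.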
APE1 inh = blocks human APE1 abasic DNA cleavage; AID 2517; Potency, µM (highest dose often 65.8 µM), for inactives: at the highest dose activity change, negative = inhibition, hits mostly inhibitors; recombinant APE1, TAMRA/BHQ-2 abasic DNA cleavage fluorescence; 350,000 tested, 0.35% active; P27695;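 further: potency means the concentration at half of the fitted maximal effect; plate controls were vehicle for no effect and reference inhibitor for full effect; nearly all actives have a fitted effect of over 55% in size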
Target sequence (P27695 whole entry, looked up): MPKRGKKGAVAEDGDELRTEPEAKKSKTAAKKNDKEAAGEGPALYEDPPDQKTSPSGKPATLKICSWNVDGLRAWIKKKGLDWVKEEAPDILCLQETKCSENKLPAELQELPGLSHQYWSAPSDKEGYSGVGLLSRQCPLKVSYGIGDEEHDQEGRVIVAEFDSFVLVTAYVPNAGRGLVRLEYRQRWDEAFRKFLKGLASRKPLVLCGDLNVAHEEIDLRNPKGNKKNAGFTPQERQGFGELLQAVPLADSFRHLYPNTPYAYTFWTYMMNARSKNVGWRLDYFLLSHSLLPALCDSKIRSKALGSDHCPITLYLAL
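Incision of a quenched TAMRA/BHQ-2 THF abasic-site duplex (50 nM) by 0.75 nM APE1, after 15 min compound preincubation, measured as fluorescence increase over three 60 s reads. Values normalized to buffer, DMSO and NSC13755 control wells.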
Pol beta inh = blocks human DNA polymerase beta activity. P06746. Pol beta primer extension/strand displacement, fluorescence kinetic. Potency, µM (titrated, usually from 114 µM), for the others: at the top dose activity change, negative = inhibition, hits mostly inhibitors. 340,000 tested, 1.3% active. AID 485314; further: potency means the concentration at half of the fitted maximal effect; on the % scale 0 is the no-effect control and ±100 the full control effect
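Curves were derived by four-parameter Hill fits of normalized qHTS data. The kinetic fluorescent primer-extension read was taken at 0 and 10 min after 50 nM substrate, following a 15 min room-temperature preincubation of 10 nM enzyme with compounds.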
Glioma ERSR ind = ER stress response induction in glioma | U87-MG GRP78 promoter luciferase reporter, 16 h | Potency, µM, without a hit: at the highest dose activation, actives largely listed as activators | 420,000 tested, 0.02% active; further: potency means the concentration at half of the fitted maximal effect; series mostly up to about 76 µM; % of control where 0% means no effect; nearly all actives have a fitted effect of over 35% in size
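Stably transfected U87-MG glioma cells carrying a GRP78-based luciferase sensor; 16 h compound incubation. Luminescence end-point read 10 min after Bright-Glo addition at room temperature.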
BLM helicase inh = blocks DNA unwinding by human BLM helicase; Potency, µM (top dose mostly 56.1 µM), without a hit: at the highest dose activity change, negative = inhibition, hits mostly inhibitors; P54132; recombinant BLM DNA unwinding, fluorescence dequenching; 350,000 tested, 0.2% active;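 further: potency means the concentration at half of the fitted maximal effect; plate controls were vehicle for no effect and no enzyme for full effect; nearly all actives have a fitted effect of over 35% in size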
Pol eta inh = inhibitors of human DNA polymerase eta | recombinant Pol eta, fluorescent DNA replication assay | Potency, µM (titrated, usually from 114 µM), without a hit: top-dose activity change, negative = inhibition, usual class: inhibitors | Q9Y253 | 390,000 tested, 1.2% active; further: potency means the concentration at half of the fitted maximal effect; on the % scale 0 is the no-effect control and ±100 the full control effect
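Pol eta (10 nM) was preincubated with compounds for 15 min at room temperature, after which fluorescent replication substrate (50 nM final) was added to start the reaction. Fluorescence was read kinetically at 0 and 10 min.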
Apoferritin bind = binds horse apoferritin like a general anesthetic | P02791 | apoferritin/1-aminoanthracene competitive binding, fluorescence | Potency, µM (highest dose often 77.5 µM), for inactives: at the highest dose activity change, negative = displacement, actives largely listed as inhibitors | 350,000 tested, 0.074% active; further: potency means the concentration at half of the fitted maximal effect; on the % scale 0 is the no-effect control and ±100 the full control effect; nearly all actives have a fitted effect of over 20% in size
Target sequence (P02791 2-175 limits assumed): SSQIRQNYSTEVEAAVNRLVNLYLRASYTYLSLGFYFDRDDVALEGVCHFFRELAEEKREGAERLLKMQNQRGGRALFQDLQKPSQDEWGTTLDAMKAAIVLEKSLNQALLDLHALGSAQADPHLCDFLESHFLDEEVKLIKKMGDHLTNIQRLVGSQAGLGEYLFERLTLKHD
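10 uM apoferritin + 50% sat. 1-AMA, PBS; cpd 10 min RT; Ex380/Em535 endpoint; normalized to free probe vs complex; 4-param Hill fit; propofol titration as pos. ctrl.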
POLI inh = inhibitors of human DNA polymerase iota; Pol iota fluorescent replication assay, 10 min; Potency, µM (doses to about 115 µM), for inactives: at the top dose activity, negative = inhibition, usual class: inhibitors; 390,000 tested, 1% active; AID 588590; further: potency means the concentration at half of the fitted maximal effect
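Pol iota at 10 nM preincubated 15 min with compounds at room temperature; reaction started with fluorescent substrate, 50 nM final. Fluorescence read kinetically at 0 and 10 min; buffer-only wells as negative control.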
* marks the source's active call; other numbers are inactive results; ? = inconclusive; · = not tested or not shown; & = joins results of further samples; [ ] = remark or other dose. Unless noted, the call rests on the fitted dose curve; in most records, active means well fitted curve in the direction sought with a large enough effect; inconclusive means small, poorly fitted or top-dose-only effect, or another doubt; inactive means no such curve, though single readings can be large; an effect the other way counts as inactive or inconclusive. A portion of the library, so the mix of outcomes need not match the whole.

SMILES | LDHA block | Pol kappa inh | APE1 inh | Pol beta inh | Glioma ERSR ind | BLM helicase inh | Pol eta inh | Apoferritin bind | POLI inh
CCS(=O)(=O)c1ccc2oc(SCC(=O)NCCC3=CCCCC3)nc2c1 | 2 | -9% | -2% | 24% | -5% | 0% | -7% | -21% | -2%
CCOC(=O)C1CCN(C(=O)c2cc3ccc(OC)cc3[nH]2)CC1 | -2&9 | -2% | 1% | -1% | -5% | -3% | -17% | 3% | 131%[activator]
CN1CCc2ccccc2CC1=O | -8 | 0% | 2% | 3% | 2% | -1% | -13% | -13% | 25%
N=c1nc(SCCC(=O)O)ss1 | -3 | -6% | 0% | 2% | -12% | 1% | -17% | -6% | 0%
CCCCCOc1ccc(/C(C)=N/NC2=NCCN2)cc1 | 2 | 15% | -10% | 9% | -3% | 3% | -14% | ? | -16%
CCOC(=O)C(N)CSC1CC(=O)N(CCc2ccccc2)C1=O (configuration not stated) | -3 | -7% | -8% | 24% | -2% | 1% | -2% | -1% | -27%
COc1ccc(-c2ocnc2C(=O)Nc2ccc3c(c2)CCC3)cc1 | -8 | 2% | 4%[12.4 µM] | -1% | -2% | 0% | -9% | -8% | 5%
Cc1ccc(NC(=O)COC(=O)c2ccccc2Cl)cc1S(=O)(=O)N(C)C | -6 | -19% | 5% | 2% | -4% | -12% | -6% | -13% | 124%[activator]
CCN1C[C@@H]2[C@@H]3C(=O)N(Cc4ccccc4)C(=O)[C@@H]3[C@](CC)(C(=O)OC)N2C1=NC1CCCCC1 | -2 | -8% | 0% | · | -4% | · | -14% | · | -12%
COc1ccc(C(CC(=O)Nc2ccc(C(C)=O)cc2)N2Cc3ccccc3C2=O)cc1 (configuration not stated) | -3 | -4% | · | 0% | · | -5% | · | -14% | -9%
Cc1ccc2oc(-c3ccccc3)c(O)c(=O)c2c1 | · | -11%[19.4 µM] | 0% | · | 0% | 0% | · | · | ·
Cc1ccc2cc(CN(CC(C)C)S(=O)(=O)c3cccc4nonc34)c(=O)[nH]c2c1 | -1 | 0% | 30% | 15% | 3% | -3% | 9% | -5% | 19%
Cc1ccccc1OCC(=O)NNC(=O)Nc1ccccc1 | 3 | 10% | 5% | ? | -4% | -4% | -21% | -8% | 31%
Cc1occc1C(=O)N/N=C/c1sc(N2CCOCC2)nc1-c1ccccc1 | 1 | -11% | -14% | 15% | -2% | -8% | -10% | 1% | 6%
CCCNC(=O)c1csc2c1CCCCC2 | -3 | -5% | 0% | 34% | -1% | -1% | -12% | ? | 8%
CSCCC(NC(=O)C1CCC(C)CC1)C(=O)NCCN1CCOCC1 (configuration not stated) | -7 | 2% | -1% | 11% | -3% | 0% | -19% | -4% | -7%
CCCOc1ccc(N2C(=O)CC(SC(=NC)Nc3ccc(F)cc3)C2=O)cc1 (configuration not stated) | -3 | -16% | 13% | 11% | -10% | -1% | 2% | -11% | -1%
Cc1ccc2[nH]c(=O)c(CN(CCO)Cc3nnnn3Cc3ccccc3)cc2c1 | -23 | -15% | · | · | -2% | · | · | · | 9%
C/C(=N\NC(=O)c1c(Br)c(C)nn1C)c1cccc(NC(=O)C2CCC2)c1 | -4 | -1% | -3% | 2% | 9% | 2% | -11% | -19% | 2%
O=S(=O)(Nc1ccc(N2CCCCC2)cc1)c1cccc2cccnc12 | -2 | -7% | -1% | -2% | -5% | -3% | -6% | -2% | 2%
O=C(N/N=C/c1cccc([N+](=O)[O-])c1)c1ccc2nc[nH]c2c1 | -5 | 2% | 2% | -29% | -1% | 1% | -14% | -10% | -7%
Cc1nc2cc(-c3ccc(Cl)cc3)nn2c(C)c1CCC(=O)NCc1ccco1 | -12 | -10% | 1% | 20% | -10% | 2% | -2% | -1% | -36%
CCCCN(C)CC(O)Cn1cc(/C=C/C(=O)c2ccc(Br)cc2)c2ccccc21 (configuration not stated) | 3 | -1% | · | 31% | -12% | -2% | -8% | 42%[activator] | -1%
CCCCCC(=O)N/N=C/c1ccco1 | -7 | -3%[60.1 µM] | 1% | 4% | 0% | -1% | -17% | 0% | 50%[activator]

Shown as labelled records: 2 of the compounds above.
> CCCCN(C)CC(O)Cn1cc(/C=C/C(=O)c2ccc(Br)cc2)c2ccccc21 (configuration not stated)
  LDHA block: 3 | Pol kappa inh: -1% | APE1 inh: · | Pol beta inh: 31% | Glioma ERSR ind: -12% | BLM helicase inh: -2% | Pol eta inh: -8% | Apoferritin bind: 42%[activator] | POLI inh: -1%

> CCCCCC(=O)N/N=C/c1ccco1
  LDHA block: -7 | Pol kappa inh: -3%[60.1 µM] | APE1 inh: 1% | Pol beta inh: 4% | Glioma ERSR ind: 0% | BLM helicase inh: -1% | Pol eta inh: -17% | Apoferritin bind: 0% | POLI inh: 50%[activator]

Going on with the list.
SMILES | LDHA block | Pol kappa inh | APE1 inh | Pol beta inh | Glioma ERSR ind | BLM helicase inh | Pol eta inh | Apoferritin bind | POLI inh
CC(=O)N1CCC(N(CCN2CCOCC2)C(=S)Nc2cccc(C)c2C)CC1 | -7 | -21% | 1% | 71% | -2% | 0% | -2% | 5% | 3%
CSc1ccc(CNC(=O)C2CCC(=O)N(CCc3cccc(F)c3)C2)cc1 (configuration not stated) | -2 | 14% | 82%[activator] | 24% | 9% | 2% | -16% | -9% | 4%
CCC1CN(C(=O)N2CCC(C(=O)Nc3cc(C)ccc3C)CC2)c2ccccc2O1 (configuration not stated) | -6 | -16% | · | -1% | -3% | -12% | -10% | 58%[activator] | 5%
Cc1ccc2c(c1)sc(=NC(=O)C1CC1)n2C | -6 | 7% | 3% | 5% | 7% | 2% | -15% | 5% | 0%
CCOC(=O)c1cncc(C#CCO)c1 | -1 | -3% | 0% | -9% | 6% | -8% | -15% | -1% | 47%[activator]
CNc1csc(C)c(C)c1=O | -2 | -4% | -2% | 0% | -5% | 1% | 3% | -6% | -16%
CCOC(=O)C1CCCN(C(=O)c2cc(-c3ccc(F)cc3)nc3ccccc23)C1 (configuration not stated) | -4 | -13% | -4% | -1% | 0% | -5% | -6% | ? | 3%
CC1(C)CC(=O)C=C(Nc2ccc(S(N)(=O)=O)cc2)C1 | -7 | -15% | 1% | 0% | -4% | 0% | -14% | -1% | 3%
O=C(CCNC(=O)c1ccccc1)Nc1cccnc1 | -10 | -1% | ? | -5% | -1% | -2% | 5% | 1% | 70%[activator]
COCCNC(=S)N1CCC(C(=O)c2ccc(F)cc2)CC1 | -10 | -16% | · | · | 0% | · | -2% | · | 3%
COc1ccc(/C=C(\C#N)C(=O)OC2CCOC2=O)cc1 (configuration not stated) | 2 | -5% | -1% | -12% | -5% | -2% | -9% | -20% | 48%[activator]
O=C(CCNC(=O)c1ccccc1Cl)NN1C(=O)NC2(CCCCC2)C1=O | -5 | -12% | 15% | · | -6% | · | -1% | · | 22%

Some of these compounds in order of their number in Pol kappa inh, high to low.
| compound | Pol kappa inh |
| --- | --- |
| Cc1ccc2c(c1)sc(=NC(=O)C1CC1)n2C | 7% |
| CNc1csc(C)c(C)c1=O | -4% |
| CC1(C)CC(=O)C=C(Nc2ccc(S(N)(=O)=O)cc2)C1 | -15% |

Next entries follow:
SMILES | LDHA block | Pol kappa inh | APE1 inh | Pol beta inh | Glioma ERSR ind | BLM helicase inh | Pol eta inh | Apoferritin bind | POLI inh
COc1ccc(CNS(=O)(=O)CCNCCc2ccccc2)cc1 | -2 | -16% | · | · | 17% | · | -12% | · | 12%
OCC[C@H]1C[C@H](O)[C@@H](O)[C@@]2(CCCc3ccccc3O2)O1 | -1 | 0% | -22% | · | -1% | · | -22% | · | 26%
Cc1cc(C)nc(NC(=O)Nc2ccc(F)cc2F)n1 | 0 | -8% | 0% | 4% | 7% | -3% | -8% | -4% | 39%[activator]
CCOC(=O)c1ccc(NC(=S)NCCc2ccc(F)cc2)cc1 | -2 | -3% | -6% | ? | -4% | -7% | -10% | -18% | 67%[activator]
COc1ccc(C2(C(=O)Nc3ccc(C(=O)N4CCOCC4)cc3)CCOCC2)cc1 | -5 | -6% | 1% | 1% | -1% | -2% | 1% | -7% | 7%
COc1ccc(-c2cn3nc(N4CCCC(C(=O)Nc5cccc(OC)c5)C4)sc3n2)cc1 (configuration not stated) | 0 | -9%[60.1 µM] | · | 1% | 3% | -7% | 7% | 9% | 16%
Cc1noc(NS(=O)(=O)c2ccc(NC(=O)c3ccc(N4C(=O)c5ccccc5C4=O)cc3)cc2)c1C | -17 | ? | ? | 35µM* | -3% | -15% | 79µM* | -4% | ?
O=[N+]([O-])c1ccc(NNC(=S)Nc2ccc(F)cc2)cc1 | 6 | -1% | 6% | 4% | 5% | 0% | -16% | 2% | ?

In the list so far, 3 have a Cl atom.
SMILES | LDHA block | Pol kappa inh | APE1 inh | Pol beta inh | Glioma ERSR ind | BLM helicase inh | Pol eta inh | Apoferritin bind | POLI inh
Cc1ccc(NC(=O)COC(=O)c2ccccc2Cl)cc1S(=O)(=O)N(C)C | -6 | -19% | 5% | 2% | -4% | -12% | -6% | -13% | 124%[activator]
Cc1nc2cc(-c3ccc(Cl)cc3)nn2c(C)c1CCC(=O)NCc1ccco1 | -12 | -10% | 1% | 20% | -10% | 2% | -2% | -1% | -36%
O=C(CCNC(=O)c1ccccc1Cl)NN1C(=O)NC2(CCCCC2)C1=O | -5 | -12% | 15% | · | -6% | · | -1% | · | 22%
